West Nile antiviral – West Nile virus antiviral activity, cell-based, CPE readout (AID 1621); West Nile virus-infected cells, CPE inhibition; higher % means a stronger effect; CPE inhibition, % at 10 µM; hits with a dose series show IC50 in µM; 290,000 tested, 0.02% active; in the data active means a potency from the dose series; inconclusive means CPE inhibition mostly from about 3.7% at the one dose, without a potency; inactive means the rest, 99 in 100 with CPE inhibition below about 2.2%; further: strong numbers were not always called active
MgcRacGAP inhibition – MgcRacGAP GTPase-activating activity inhibitors, confirmation, biochemical, ADP Hunter fluorescence; 340,000 tested, 0.6% active; inhibition, % at 30 µM; hits with a dose series show IC50 in µM; AID 624330; MgcRacGAP-stimulated Rac1 GTP hydrolysis, ADP Hunter fluorescence; higher % means a stronger effect; GST-tagged Rac1 F28L mutant substrate;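 active means first-screen hits whose inhibition reached a set limit at any dose in the follow-up dose series; inconclusive means inhibition above the set first-screen limit but never retested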;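 further: fluorescence reports GDP produced by GAP-driven GTP hydrolysis; strong numbers were not always called active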
RSV CPE inhibition – inhibition of RSV-induced cytopathic effect – HEp-2 cells, primary 10 µM value included (AID 2391) | 310,000 tested, 0.13% active | CPE inhibition, % at 10 µM; hits with a dose series show IC50 in µM | HEp-2 cells, RSV-induced CPE inhibition; higher % means a stronger effect; in the data active means a potency from the dose series; inconclusive means CPE inhibition mostly from about 23% at the one dose, without a potency; inactive means the rest, 99 in 100 with CPE inhibition below about 21%; further: strong numbers were not always called active
Myeloid diff MLP – promotes myeloid progenitor differentiation; ER-HoxA9 myeloid progenitors, lysozyme-GFP differentiation, flow cytometry; calls only at 10 µM; AID 624256; 360,000 tested, 1% active;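 active means normalized GFP-positive differentiation at or above the plate's own cutoff, the solvent-only control mean plus 3 SD; inconclusive means no clear call, values can overlap the other calls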;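 further: cells exposed to compound for four days before flow analysis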
WT yeast gro inh – growth inhibition of WT yeast, mitochondrial fusion screen. mitochondrial fusion phenotypic screen, WT strain. inhibition, % at 10 µM. 190,000 tested, 2.1% active; in the data active means inhibition above about 58%; tested in S. cerevisiae
Salmonella PhoP GFP – inhibitors of PhoP regulon expression, primary screen, Salmonella Typhimurium, GFP reporter (AID 1863); inhibition, % at 50 µM; hits with a dose series show IC50 in µM; 300,000 tested, 0.16% active; S. Typhimurium PhoP-regulated promoter GFP reporter, 4 h; higher % means a stronger effect;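 active means inhibition over 29.93%, a cutoff 3 SD above the screen mean, later confirmed by dose response; inconclusive means inhibition over 29.93% but no dose response follow-up; inactive means inhibition at most 29.93% or unconfirmed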;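 further: 0% = low Mg2+ inducing control and 100% = high Mg2+ repressing control; strong numbers were not always called active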
SV40 large T antigen – TAg ATPase/helicase activity blockers – biochemical (AID 1903); 310,000 tested, 0.39% active; inhibition, % at 20 µM; hits with a dose series show IC50 in µM; SV40 large T antigen ATPase/helicase inhibition assay; higher % means a stronger effect; in the data active means a potency from the dose series; inconclusive means inhibition mostly from about 32% at the one dose, without a potency; inactive means the rest, 99 in 100 with inhibition below about 32%; further: strong numbers were not always called active
b-catenin transl – beta-catenin nuclear translocation modulation; nuclear translocation activity, % at 5 µM; 190,000 tested, 0.3% active; HeLa beta-catenin nuclear translocation, immunofluorescence imaging;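 active means nuclear translocation activity above 50% at 5 µM, with a well cell count of 50 or more; inconclusive means wells under 50 cells across six images, flagged as toxic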;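 further: per-cell ratio of nuclear to cytoplasmic median beta-catenin stain intensity; plate controls were DMSO negative control for no effect and GSK-3 inhibitor IX positive control for full effect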
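Read-out: Nuclear/cytoplasmic beta-catenin signal ratio, % activation | Assay system: Human HeLa cell line | Times: 24 h compound exposure at 37°C, 5% CO2 | Signal: Fluorescence imaging of beta-catenin antibody stain plus DAPI | Dosing: 5 µM primary, 0.02–20 µM confirmation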
T cell HTS – T cell immune modulation candidate; 2C CD8+ T cell-vesicle binding, flow cytometry; stronger effect = lower value; calls only at 7 µM; 330,000 tested, 0.068% active; AID 2052;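 active means response, share of CD8 T cells binding vesicles, and their 90th percentile fluorescence all below set limits, cut at about 80% in these data, passing the limit was not always enough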
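Read-out – percent CD8+ FL2 mean versus row control · System – murine 2C transgenic CD8+ T lymphocytes · Times – 1.5 h cell–vesicle binding at 37 °C, then 20 min icy labelling · Control set – naked vesicles low, QL9 vesicles with vehicle high · Detection – cytometric PE anti-B7-1 and Alexa647 anti-CD8 signals after 1% paraformaldehyde fixation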
WT yeast gro inh mutant strain – further read-out of WT yeast gro inh, marked with its call; inhibition, %; mitochondrial fusion phenotypic screen, mutant strain inhibition
b-catenin transl cell count 5 µM – recorded beside b-catenin transl, whose call it bears; cell count; measured here: cell count, cytotoxicity flag
T cell HTS vesicle-bound % – also measured in T cell HTS; calls as there; double positive events, %; measured here: CD8+ vesicle-bound cell fraction;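 binding gate set so that unloaded-vesicle control wells show 10% double positive cells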
Myeloid diff MLP GFP+ MAC1+ % – recorded beside Myeloid diff MLP, whose call it bears; GFP+ MAC1+ double positive, %; measured here: differentiation confirmed by MAC1 staining
Numbers without * were called inactive; i = inactive; u = inconclusive; x = no result given; & = joins results of further samples.

SMILES	West Nile antiviral	MgcRacGAP inhibition	RSV CPE inhibition	Myeloid diff MLP	Myeloid diff MLP GFP+ MAC1+ %	WT yeast gro inh	WT yeast gro inh mutant strain	Salmonella PhoP GFP	SV40 large T antigen	b-catenin transl	b-catenin transl cell count 5 µM	T cell HTS	T cell HTS vesicle-bound %
Cc1ccsc1C(=O)N1CCCC(CO)(Cc2ccccc2F)C1 (stereo unspecified)	-0.3%	7%	8.6%	i	0.5	x	x	-6%	13%	x	x	i	28
CCOC(=O)COc1ccc(S(=O)(=O)N2CCN(c3ccc(F)cc3)CC2)cc1	0.8%	4%	1.6%	i	5.1	-12	-8	14%	-4%	x	x	i	44
CN=C1SC(C(=O)O)CC(=O)N1C (stereo unspecified)	-0.5%	3%	2.9%	i	0.6	-6	-8	-3%	6%	-1.5	1157	i	5
CCOc1ccccc1-c1nc(-c2ccc(NC(=O)Cc3ccccc3OC)cc2)no1	1.0%	3%	4.5%	i	1.7	-5	-8	3%	8%	0.5	1109	i	25
COc1ccc(NC(=O)c2ccc(Br)o2)cc1	-0.6%	7%	3.0%	i	0.3	24	4	1%	15%	x	x	i	41
CCOC(=O)c1[nH]c(C)c(CCC(=O)O)c1C	0.2%&0.5%	12%&1%	-0.1%&2.3%	i	0.7&0.9	-1&-2	-18&9	-11%&-8%	2%&3%	0.4	1105	i	25&16
CC1=C(C(=O)Nc2ccc(Cl)cc2)C(c2ccco2)NC(=O)N1 (stereo unspecified)	-0.3%	4%	-0.2%	i	0.9	8	15	-5%	4%	0.8	967	i	33
CN1c2ccc(C=O)c3c(C=O)ccc(c23)N(C)C1(C)C	-0.1%	u	2.5%	i	0.7	x	x	-3%	23µM*	x	x	i	23
CC(C)c1ccc(C(=O)NCc2ccc(Cl)cc2)cc1	-0.5%	5%	2.5%	i	0.4	-12	-18	-35%	5%	-1.5	1055	i	10
Cc1ccc(CC(=O)Nc2ccc(Cl)cn2)cc1	0.3%	14%	5.4%	i	0.0	x	x	-6%	9%	x	x	i	58
CCOP(=O)(OCC)C(NC(=O)Nc1ccccc1)c1ccccc1 (stereo unspecified)	-0.4%	5%	1.9%	i	0.9	3	-2	2%	11%	2.0	1093	i	8
O=C(Nc1cccc(F)c1)C1CCCN(S(=O)(=O)c2ccc(-n3cnnn3)cc2)C1 (stereo unspecified)	-1.0%	1%	4.5%	i	3.2	x	x	-1%	8%	x	x	i	44
O=C(COC(=O)c1c(Cl)cccc1Cl)NCC1CCCO1 (stereo unspecified)	-0.4%	5%	1.7%	i	1.1	x	x	-5%	19%	x	x	i	8
N#Cc1cnn(-c2ccccc2)c1N	0.2%	9%	0.7%	i	12	-5	12	-3%	10%	-2.6	791	i	14
OCCn1nc(-c2ccccc2)cc1-c1ccccc1	0.7%	-6%	21%	i	0.4	x	x	6%	5%	x	x	i	33
O=C(CSc1ccc(-c2ccccn2)nn1)c1ccc(F)cc1	-1.6%	13%	2.0%	i	0.6	39	49	6%	15%	0.7	1119	i	33
CCOC(=O)CNC(=O)c1ccc(Br)s1	-0.2%	8%	0.6%	i	0.6	x	x	-2%	14%	-0.3	1246	i	58
COC(=O)c1c(C)nc2ccccc2c1C(=O)O	x	2%	0.7%	i	1.1	19	20	-4%	22%	0.4	1362	i	2
S=C(NCCCN1CCOCC1)Nc1cccc(-c2nnc3n2CCCCC3)c1	-0.5%	-21%	-1.5%	i	0.0	4	0	2%	3%	-0.7	573	i	24
COc1ccc(C2=NCCn3nc4ccccc4c32)cc1	x	2%	1.5%	i	3.8	x	x	x	2%	x	x	i	11
COc1ccc(-c2noc(CNS(=O)(=O)c3ccc(NC(C)=O)cc3)n2)cc1OC	-0.2%	0%	2.5%	i	1.2	x	x	9%	8%	x	x	i	26
CC1(C)Cc2cccc(OCC(=O)OCc3nnc(-c4ccc([N+](=O)[O-])cc4)o3)c2O1	x	4%	1.4%	i	0.8	x	x	x	x	x	x	i	36
C=CCSc1nnc(-c2nnc(SCC=C)n2CC)n1CC	0.0%	4%	0.7%	i	0.7	12	-1	0%	0%	-1.0	1392	i	38
Cc1ccc(CN2CCN(/N=C/c3ccc(O)c(O)c3)CC2)cc1	-1.0%	32%	2.1%	i	0.5	x	x	12%	u	x	x	i	28
Cc1onc(NC(=O)CSCC(=O)O)c1Br	-0.1%	x	1.9%	i	0.3	x	x	-12%	18%	-2.4	1034	i	18
CC(NC(=O)/C(=C/c1ccc(OC(F)F)cc1)c1ccccc1)c1ccccc1 (stereo unspecified)	u	0%	1.2%	i	0.8	65*	13*	-4%	14%	2.4	1145	i	15
Cn1cccc1CC(=O)N/N=C\c1cccs1	x	-106%	-1.3%	i	1.0	8	12	5%	8%	0.9	1426	i	7
Cc1cc(C(=O)CN2C(=O)c3ccccc3S2(=O)=O)c(C)n1-c1ccccc1	0.1%	11%	1.1%	i	0.2	6	15	-4%	-1%	-0.6	1186	i	23
Fc1ccc(NC(=S)N2CCCC2)cc1Cl	0.0%	4%	-0.1%	i	0.5	-21	13	9%	15%	-2.4	572	i	42
Cc1ccc(N(C)S(=O)(=O)c2cccc(C(=O)NCC(c3ccco3)N3CCCC3)c2)cc1 (stereo unspecified)	x	5%	-0.2%	i	0.7	x	x	x	x	x	x	i	32
COc1ccc(NC(=O)c2ccccc2NC(=O)CSc2ccc(Cl)cc2)cc1	0.1%	11%	1.1%	i	0.6	-3	-4	-12%	8%	-0.6	1081	i	48
Cn1nnc(NC(=S)NC(=O)c2cccc3c(Cl)cccc23)n1	-0.4%	9%	3.2%	i	0.9	x	x	3%	3%	x	x	i	1
N=C1CCCN1c1ccccc1O	0.5%	5%	-0.6%	i	0.2	x	x	-13%	15%	-0.5	1306	i	17
Cc1cc(C)n2nc(SCC(=O)c3cccs3)nc2n1	-0.3%	1%	2.3%	i	0.6	-17	11	-10%	4%	0.3	1575	i	44
CCNC(=S)N/N=C/c1cn(Cc2ccc(F)cc2)c2ccccc12	x	9%	10%	i	0.8	-5	-7	1%	12%	-1.6	952	i	42
CCN(CC)c1ccc(-n2cc3c(=O)n(C)c(=O)n(C)c3c2)cc1	0.9%	13%	5.3%	i	0.8	-5	-5	4%	25%	-1.1	1140	i	36
O=C(CSc1nnc(NC2CCCCC2)s1)N1CCOCC1	x	-2%	0.2%	i	1.0	x	x	x	x	x	x	i	38
CNS(=O)(=O)c1cccc(C(=O)OCC(=O)C23CC4CC(CC(C4)C2)C3)c1	0.0%	2%	0.8%	i	2.2	1	6	-8%	9%	-3.8	1128	i	60
Cc1cccc(CSc2nnc([C@@H]3CCCN3C(=O)OC(C)(C)C)o2)c1	-0.6%	6%	x	i	0.7	x	x	1%	17%	0.8	1338	i	24
CCOC(=O)c1cnc(-n2cc(C)cn2)nc1NCc1ccc2c(c1)OCO2	-0.5%	4%	0.1%	i	0.5	-11	-11	-2%	11%	0.7	1338	i	39
Cc1nn(-c2nc3ccccc3s2)c(N)c1-c1ccc(Cl)cc1	0.5%	3%	2.1%	i	0.3	44	23	-2%	-13%	-2.3	1145	i	25
Cc1cc(C)cc(Nc2ccc3nonc3c2[N+](=O)[O-])c1	x	13%	x	i	0.5	x	x	x	3%	x	x	i	32
COCCCn1c(-c2ccc(S(=O)(=O)N3CCOCC3)cc2)csc1=Nc1ccccc1	x	3%	1.4%	i	1.1	13	-7	0%	0%	x	x	i	12
COc1ccc(C(C)=O)cc1CSC(=N)N	0.1%	4%	0.0%	i	0.5	-6	12	-11%	8%	3.7	999	i	31
Cc1cc([N+](=O)[O-])nn1CC(=O)NCc1ccco1	-0.7%	4%	-0.1%	i	0.5	-1	0	3%	6%	-4.5	565	i	51
Oc1cccnc1CCc1ccccc1	0.3%	2%	0.0%	i	0.0	-3	3	-7%	25%	-1.7	1103	i	43
Cc1cccc(C)c1N1CCN(C(=O)N2CCCCC2)CC1	-0.8%	0%	2.7%	i	0.5	11	-12	5%	6%	-0.3	1588	i	23
CNC(=O)c1cc2ncc(C(F)(F)F)cc2s1	0.2%	4%	-0.6%	i	0.3	-7	-6	-3%	4%	-1.3	1126	i	50
N#CCSc1ncnc2ccccc12	-1.1%	0%	0.2%	i	0.8	6	0	4%	4%	-3.9	1067	i	25
COC(=O)c1ccc(NC(=S)NNC(=O)CC(C)C)cc1	0.5%	11%	0.5%	i	0.8	-10	3	-7%	11%	-0.9	1028	i	48

Entries from the list above with a cyano group:
SMILES	West Nile antiviral	MgcRacGAP inhibition	RSV CPE inhibition	Myeloid diff MLP	Myeloid diff MLP GFP+ MAC1+ %	WT yeast gro inh	WT yeast gro inh mutant strain	Salmonella PhoP GFP	SV40 large T antigen	b-catenin transl	b-catenin transl cell count 5 µM	T cell HTS	T cell HTS vesicle-bound %
N#Cc1cnn(-c2ccccc2)c1N	0.2%	9%	0.7%	i	12	-5	12	-3%	10%	-2.6	791	i	14
N#CCSc1ncnc2ccccc12	-1.1%	0%	0.2%	i	0.8	6	0	4%	4%	-3.9	1067	i	25

Further results follow.
SMILES	West Nile antiviral	MgcRacGAP inhibition	RSV CPE inhibition	Myeloid diff MLP	Myeloid diff MLP GFP+ MAC1+ %	WT yeast gro inh	WT yeast gro inh mutant strain	Salmonella PhoP GFP	SV40 large T antigen	b-catenin transl	b-catenin transl cell count 5 µM	T cell HTS	T cell HTS vesicle-bound %
CCOC(=O)c1[nH]c2ccc(Br)cc2c1NC(=O)CCN1CCCCC1	-0.5%	x	x	x	x	2	-10	6%	5%	-1.2	940	x	x
CN(CC(=O)Nc1cc([N+](=O)[O-])ccc1Cl)Cc1ccc(Br)cc1	-0.7%	-5%	6.1%	i	4.9	-31	-3	0%	18%	-0.2	1064	i	14
O=C(CSc1nc2ccccc2c(=O)n1CCCO)NCc1ccccc1	-0.2%	3%	0.6%	i	9.9	2	-7	3%	6%	-0.4	1365	i	48
CCCCNc1c(C(=O)OCC)c(=O)[nH]c2ccccc12	-0.3%	10%	0.2%	i	0.2	0	13	-10%	10%	-6.0	953	i	46
C(=N\Nc1nc(Nc2ccccc2)nc(N2CCCCC2)n1)/c1ccco1	-1.0%	x	6.0%	x	x	69*	15*	-2%	12%	-2.1	985	i	70

Screening data deposited in PubChem by several laboratories.

The order is random; about 3.6% have a hit in one of these screens.
